# Bioassay records from PubChem.
# MBNL1 CUG block: blocks human MBNL1 binding to CUG repeat RNA; Potency, µM (titrated, usually from 57.5 µM), inactives show at the highest dose activity change, negative = inhibition, actives largely listed as inhibitors; TR-FRET MBNL1-His/biotin-(CUG)12 binding, 665/545 ratio; Q9NR56; actives 0.036% (n = 280,000); active = well fitted inhibition curve with a large enough effect in the signal ratio, with a control signal flat, not every such curve was filed as active; inconclusive = small, poorly fitted or top-dose-only effect, or effect the other way, or a change in a side signal; inactive = no such curve, though single readings can be large or run the other way; the % refers to the signal ratio; also: % is scaled to controls: 0 for no effect and ±100 for the full control effect
# Target sequence (Q9NR56 whole entry, looked up): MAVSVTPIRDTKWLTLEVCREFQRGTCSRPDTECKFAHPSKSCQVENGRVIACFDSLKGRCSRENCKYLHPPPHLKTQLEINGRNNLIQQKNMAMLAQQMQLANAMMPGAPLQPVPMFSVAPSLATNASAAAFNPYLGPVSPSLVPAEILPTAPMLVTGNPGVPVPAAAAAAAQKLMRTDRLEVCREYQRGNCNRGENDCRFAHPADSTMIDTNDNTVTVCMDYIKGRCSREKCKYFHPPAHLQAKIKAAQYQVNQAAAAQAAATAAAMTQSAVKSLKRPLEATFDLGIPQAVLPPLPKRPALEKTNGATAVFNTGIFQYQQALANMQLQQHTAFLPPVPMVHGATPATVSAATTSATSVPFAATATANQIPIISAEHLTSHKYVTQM
#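 TR-FRET between His-tagged MBNL1 and biotin-(CUG)12 RNA, detected with Tb anti-His antibody (0.055 ng/ul) and streptavidin-XL665 (5 nM), 60 min at room temperature. Compounds titrated 92 nM to 58 uM; 665/545 nm ratio normalized to buffer and complex controls.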
# p53 reactivation: restores transcriptional activity of mutant p53 | H1299 p53-A138V BP100-luciferase reporter, luminescence, 24 h | actives 0.063% (n = 320,000) | Potency, µM (titrated, usually from 92.2 µM), for the others: at the highest dose activity change, positive = activation, hits mostly activators; also: % of control where 0% means no effect; nearly all actives have a fitted effect of over 45% in size
#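 p53-null H1299 cells stably carrying temperature-sensitive p53-A138V and a BP100-luciferase reporter were pinned with compounds (4-point, 1:5 series) and held 24 hrs at 37 deg C. Luminescence was read 10 min after detection reagent.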
# Rab9 promoter act: activators of Rab9 promoter; Huh7 Rab9 promoter-luciferase reporter, luminescence, 24 h; Potency, µM (titrated, usually from 9.22 µM), without a hit: at the top dose activation, negative = inhibition, most hits filed as activators; actives 2.8% (n = 320,000); also: % of control where 0% means no effect; nearly all actives have a fitted effect of over 60% in size
#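 Measured in stably transfected Huh7 cells bearing a Rab9 promoter–luciferase construct: 24 h compound treatment at 37 °C, followed by luminescence detection.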
# FLuc counter: inhibits or activates purified firefly luciferase, miR-21 counter-screen; P08659; purified FLuc, Km substrates, luminescence inhibition; Potency, µM (series often up to 57.5 µM), inactives show at the top dose activity change, negative = inhibition, most hits filed as inhibitors; actives 6.9% (n = 360,000);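 also: plate controls were vehicle for no effect and reference inhibitor for full effect; nearly all actives have a fitted effect of over 55% in size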
#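 Biochemical qHTS of compounds, final roughly 60 µM downward over six points, against 10 nM purified firefly luciferase using Km concentrations of substrates (10 uM D-luciferin, 10 uM ATP) in Tris acetate pH 7.5 buffer; luminescence output.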
# NPC1 prom act: activators of NPC1 promoter; Huh7 NPC1 promoter luciferase reporter, 24 h; Potency, µM (doses to about 9.22 µM), for inactives: at the highest dose activation, most hits filed as activators; actives 2.4% (n = 320,000); AID 485313;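 also: % of control where 0% means no effect; nearly all actives have a fitted effect of over 60% in size; reporter is driven by a mutant NPC1 promoter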
#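 Stable NPC1-promoter luciferase Huh7 line; cpd (DMSO) 24 h, 37 °C, 5% CO2; Amplite luciferase reagent 10 min RT; luminescence readout. qHTS format.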
# BRCA1 expr act: increases BRCA1 expression; MCF7-BRCA1-FFLuc reporter, luminescence, 48 h; response scale: scaled: vehicle 0%, 10 µM genistein 100%; Potency, µM (series often up to 46.1 µM), for the others: at the highest dose activation, actives largely listed as activators; actives 1.1% (n = 380,000); AID 624202; also: nearly all actives have a fitted effect of over 80% in size; some results filed as inactive show a strong effect at the top dose
#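 48 h compound treatment of MCF7-BRCA1-FFLuc cells (phenol-red free MEM, 37 °C), then 15 min with luciferase substrate and luminescence imaging.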
# uPA generation: inhibitors of cell surface uPA generation; cell surface uPA generation assay, qHTS; Potency, µM (doses to about 38.3 µM), for inactives: top-dose activity change, negative = inhibition, usual class: inhibitors; actives 0.31% (n = 330,000); AID 540303; active = well fitted inhibition curve with a large enough effect; inconclusive = small, poorly fitted or top-dose-only effect; inactive = no such curve, though single readings can be large or run the other way; tested in mouse RAW 264.7 cells; also: % is scaled to controls: 0 for no effect and ±100 for the full control effect; nearly all actives have a fitted effect of over 55% in size
# Gal4-VP16 FLuc: Gal4-VP16 reporter inhibition counter-screen; Potency, µM (series often up to 53.6 µM), for the others: top-dose activity, negative = inhibition, most hits filed as inhibitors; Drosophila S2 Gal4-VP16 UAS-luciferase, luminescence, 20 h; AID 2546; actives 3.5% (n = 310,000);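 also: Gal4-VP16 expression switched on by copper sulfate through the metallothionein promoter; % is scaled to controls: 0 for no effect and ±100 for the full control effect; nearly all actives have a fitted effect of over 50% in size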
# ELG1 genotox: genotoxicity induction in ELG1-luciferase HEK293T cells | HEK293T ELG1-luciferase reporter, luminescence, 16 h | Potency, µM (titrated, usually from 46 µM), for the others: at the highest dose activity change, positive = activation, hits mostly activators | actives 1.3% (n = 330,000) | AID 504466; also: % of control where 0% means no effect; nearly all actives have a fitted effect of over 60% in size
#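 HEK293T cells expressing luciferase-tagged ELG1 were exposed to compound or DMSO vehicle for 16 hr at 37 °C and 5% CO2. Luciferase activity was then measured with ONE-Glo after 30 min at room temperature.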
# RORgamma inh: blocks mouse ROR gamma transcriptional activity. P51450. Drosophila S2 Gal4-RORgamma UAS-luciferase reporter, 20 h. Potency, µM (top dose mostly 53.6 µM), inactives show at the highest dose activity change, negative = inhibition, actives largely listed as inhibitors. actives 5.4% (n = 310,000). AID 2551; also: % is scaled to controls: 0 for no effect and ±100 for the full control effect; nearly all actives have a fitted effect of over 60% in size
# Target sequence (P51450 whole entry, looked up, the tested form may be a part): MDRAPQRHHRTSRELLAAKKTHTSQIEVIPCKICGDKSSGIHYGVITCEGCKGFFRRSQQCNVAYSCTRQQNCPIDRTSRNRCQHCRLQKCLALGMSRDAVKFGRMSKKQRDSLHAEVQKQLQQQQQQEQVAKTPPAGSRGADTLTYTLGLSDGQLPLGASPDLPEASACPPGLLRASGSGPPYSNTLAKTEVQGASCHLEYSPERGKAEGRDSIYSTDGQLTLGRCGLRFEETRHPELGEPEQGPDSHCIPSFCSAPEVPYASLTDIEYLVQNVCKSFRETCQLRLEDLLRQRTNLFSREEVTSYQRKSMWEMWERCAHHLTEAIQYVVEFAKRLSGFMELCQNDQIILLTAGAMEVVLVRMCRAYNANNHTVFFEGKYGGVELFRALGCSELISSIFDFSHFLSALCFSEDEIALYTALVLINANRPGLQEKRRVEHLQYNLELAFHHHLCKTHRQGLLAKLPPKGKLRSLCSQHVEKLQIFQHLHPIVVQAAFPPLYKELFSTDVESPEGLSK
#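 Stable Schneider cell line, Gal4 DNA-binding domain fused to ROR gamma, UAS-luciferase. Cmpd 1 hr RT → CuSO4 700 uM final → 20 hr RT → luciferase reagent 10 min → luminescence.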
# Starred values were filed as active, the others as inactive; ? = inconclusive; / = not tested or not shown; [ ] = remark or other dose. Unless noted, calls follow the shape of the dose curve; as a rule, active = well fitted curve in the direction sought with a large enough effect; inconclusive = small, poorly fitted or top-dose-only effect, or another doubt; inactive = no such curve, though single readings can be large; an effect the other way counts as inactive or inconclusive. Potency is read from the fitted curve at half-maximal effect.
SMILES,MBNL1 CUG block,p53 reactivation,Rab9 promoter act,FLuc counter,NPC1 prom act,BRCA1 expr act,uPA generation,Gal4-VP16 FLuc,ELG1 genotox,RORgamma inh
COc1cc2c(cc1OC)CN(C(C)C(=O)Nc1cccc(S(=O)(=O)N3CCOCC3)c1)CC2 (stereo not given),/,-5%,-2%,6%,0%,-19%,10%,/,0%,/
COc1ccc(/C=N/NC(=O)c2ccc(Br)o2)cc1Cn1cc([N+](=O)[O-])cn1,?,-4%,9%,-13%,-1%,-11%,5%,10%,-5%,1%
Cc1cc(=O)oc2cc(NC(=O)C(CCCN=C(N)N)NC(=O)OCc3ccccc3)ccc12 (stereo not given),-5%,-3%,-4%,1%,0%,11%,-4%,4%,0%,-8%
COCCN(CC(=O)Nc1cccc(C)c1C)C(=O)c1cc(-c2ccncc2)nc2ccccc12,/,-8%,-27%,3%,0%,-37%,12%,/,-3%,/
O=C(COC(=O)c1ccc(OC(F)F)cc1)NCCNC(=O)COC(=O)c1ccc(OC(F)F)cc1,2%,?,-2%,0%,-4%,1%,0%,-11%,0%,-24%
COc1ccc(NC(=O)CSc2nc(N)c(C#N)cc2C#N)cc1,?,0%,0%,3%,8%,3%,8%,1%,0%,28%
CCOc1ccc(N(CC(=O)NC2CCCC2)C(=O)Cn2nnc(-c3ccc(C)o3)n2)cc1,-5%,-6%,-2%,-2%,3%,-15%,-5%,14%,-2%,6%
N#Cc1c2n(c3c(=O)n(Cc4ccc(Cl)cc4)cnc13)CCCCC2,2%,-10%,0%,-1%,2%,-6%,8%,-4%,?,23%
CCOC(=O)CC1(NC(=O)C2CCC(=O)N(C3CC3)C2)CCCCC1 (stereo not given),-4%,22%,0%,-4%,1%,0%,6%,4%,1%,13%
O=C(NC(=S)N1CCN(c2ccccc2)CC1)c1ccccc1,7%,-3%,-3%,3%,-3%,/,/,1.1µM*,-3%,1.4µM*
COc1ccc(N2CCN(CCCNC(=O)C3CCCN(S(=O)(=O)c4cnc[nH]4)C3)CC2)cc1 (stereo not given),-2%,-2%,1%,1%,5%,5%,13%,-2%,-10%,?
CC1(C)Cc2c(C#N)c(N3CCN(C(=O)c4ccco4)CC3)nc(-c3ccco3)c2CS1,30%,-8%,8%,-7%,-7%,-25%,-8%,2%,-4%,?
CCOC(=O)C1=C(C)NC2=C(C(=O)CCC2)C1c1ccsc1 (stereo not given),4%,/,/,2%,/,/,/,-2%,/,13%
O=C(CCCN1C(=O)c2ccccc2C1=O)Oc1ccc(Cl)cc1,9%,1%,-4%,-5%,10%,-1%,1%,0%,2%,21%
C=CCn1c(CSc2ccc(C)cc2)n[nH]c1=S,-2%,-3%,-1%,1%,4%,13%,6%,14µM*,0%,4µM*
CCOc1cc(/C=C/C(=O)c2ccc(O)cc2)ccc1OCC(=O)N(C)C,-6%,?,-7%,-9%,-5%,-73%,-6%,-2%,0%,16%
O=C(/C=C/c1cccc([N+](=O)[O-])c1)N1CCOCC1,/,3%,-5%,0%,5%,17%,-3%,-7%,2%,18%[10 µM]
COc1ccc(C(=O)CCC(=O)N2CCN(c3ccc([N+](=O)[O-])cc3)CC2)cc1,?,6%,-10%,7%,-6%,2%,?,1%,-5%,15%
CCOc1ccc(-c2cc(NC(=O)Cn3ncc4c3-c3ccccc3OC4)on2)cc1OCC,-1%,-5%,3%,1%,-4%,-51%,-6%,?,0%,-9%
c1ccc(-n2c(-c3cccs3)nc3nc4ccccc4nc32)cc1,20%,3%,-2%,1%,-1%,-29%,1%,-8%,-11%,-19%

# Quoted at random: 2 records from the list
SMILES,MBNL1 CUG block,p53 reactivation,Rab9 promoter act,FLuc counter,NPC1 prom act,BRCA1 expr act,uPA generation,Gal4-VP16 FLuc,ELG1 genotox,RORgamma inh
COCCN(CC(=O)Nc1cccc(C)c1C)C(=O)c1cc(-c2ccncc2)nc2ccccc12,/,-8%,-27%,3%,0%,-37%,12%,/,-3%,/
COc1ccc(N2CCN(CCCNC(=O)C3CCCN(S(=O)(=O)c4cnc[nH]4)C3)CC2)cc1 (stereo not given),-2%,-2%,1%,1%,5%,5%,13%,-2%,-10%,?

# Remaining list, next part:
SMILES,MBNL1 CUG block,p53 reactivation,Rab9 promoter act,FLuc counter,NPC1 prom act,BRCA1 expr act,uPA generation,Gal4-VP16 FLuc,ELG1 genotox,RORgamma inh
Nc1cccc2c1C(=O)N(CCOc1ccccc1F)C2=O,?,?,0.35µM*,0.76µM*,0.35µM*,-12%,-1%,?,0.41µM*,8.9µM*
Cc1ccc(NC(=O)c2cc(Cl)ccc2[N+](=O)[O-])cc1C,39%[activator],2%,-3%,-16%,-1%,-27%,5%,15%,-2%,-26%
CC(=O)c1cc2c(cc1NC(=O)CSc1nc3ccc(C)cc3[nH]1)OCO2,33%[activator],-6%,10%,-10%,-3%,-19%,5%,-14%,1%,?
Cc1ccc(S(=O)(=O)c2ncccc2N)cc1,-7%,-2%,-2%[1.84 µM],-1%,-12%,13%,7%,1%,2%,23%
COc1ccc(-c2csc(NC(=O)Cc3cc(OC)c(OC)c(OC)c3)n2)cc1OC,0%,-8%,-1%,-1%,-5%,-44%,-8%,-1%,-19%,?
Cc1ccc(CNC(=O)CCNC(=O)c2ccc([N+](=O)[O-])cc2)cc1,/,1%,/,/,/,-5%,-1%,/,-3%,/
Nc1nc(SCC(=O)OCc2ccccc2)[nH]c(=O)c1NC(=O)c1ccco1,-9%,11%,-1%,0%,-1%,-17%,20%,4%,-7%,-9%
Cc1cccc(NC(=O)CSc2nnc(CNC(=O)c3ccc(S(=O)(=O)N(C)C)cc3)n2-c2ccccc2)c1,/,-5%,0%,5%,-2%,-25%,-2%,-17%,3%,?
CCN1C(=O)NC2=C(C(=O)c3ccccc32)C1c1ccccc1F (stereo not given),?,-10%,13%,-7%,13%,-19%,-5%,-4%,2%,6%
CCN(c1cccc(C)c1)S(=O)(=O)c1cn(CC(=O)OC)c2ccc([N+](=O)[O-])cc12,?,-11%,-2%,1%,-4%,-6%,-5%,-17%,-2%[9.26 µM],-26%
O=C(COC(=O)c1cccc(Br)c1)Nc1ccc2[nH]c(=O)[nH]c2c1,/,7%,14%,6%,10%,-9%,2%,/,-4%,/
CCOc1nc2cnccc2n(CC(=O)Nc2cccc(C)c2)c1=O,-1%,-4%,-5%,1%,1%,-27%,-4%,-10%,0%,-2%
CCOc1ccccc1-c1nc2c([nH]1)c(=O)n(C)c(=O)n2C,2%,3%,-3%,-5%,-6%,-89%,5%,3%,-1%,-32%
Cn1nc(-c2ccccc2)c(C(=O)NCC(=O)O)c1Cl,-2%,-7%,15%,-5%,-4%,-20%,-1%,8%,-3%,1%
O=C(CNS(=O)(=O)c1ccc(Br)cc1)NCc1ccncc1,-10%,3%,-5%,-1%,-1%,-13%,3%,3%,0%,-21%
Cc1cc(C)n2nc(SCC(=O)N3CCC(C)CC3)nc2n1,/,-4%,/,/,/,-8%,1%,/,5%,/
Cc1cc(=O)oc2cc(OC(=O)CCN3C(=O)c4ccccc4C3=O)ccc12,13%,1%,-1%,0%,3%,-22%,/,-5%,-5%,26%
O=C(COc1ccc(Cl)cc1)NCc1nnc(SCC(=O)Nc2ccccc2)o1,4%,0%,-4%,2%,9%,3%,0%,-4%,0%,41%
COCCN(Cc1ccccc1)C(=O)c1cc(S(=O)(=O)N2CCCCCC2)ccc1OC,/,-8%,-7%,0%,-1%,-29%,-23%,/,-15%,/
CSc1nc2ccccc2cc1/C=C(\C#N)c1ccc(Cl)cc1Cl,-18%,-3%,-3%,-1%,-2%,-38%,5%,-7%,0%,19%
CC(C)OC(=O)c1ccc(N2CCN(c3ccccc3F)CC2)nc1,2%,16%,0%,?,-9%,3%,?,7%,-3%,28%
O=C(Nc1cc([N+](=O)[O-])ccc1N1CCOCC1)c1ccco1,14%,-3%,-5%,0%,-1%,-2%,-1%,2%,-4%,-4%
Cc1ccc(C(=O)c2c3ccc(C(F)(F)F)cc3[n+]([O-])n2CCC(N)=O)cc1,10%,10%,-2%,0%,-4%,6%,4%,-3%,7%,16%
Cc1oc2cc3oc(=O)c(CC(=O)NCCC(=O)O)c(C)c3cc2c1C,-2%,-1%,-1%,-18%,0%,1%,0%,9%,-1%,-20%
COC(=O)c1ccc(-c2ccco2)n1Cc1ccccc1Cl,-6%,-1%,-20%,0%,-1%,2%,-2%,0%,2%,2%
NC(=O)CC[C@@H]1NC(=O)[C@H](CO)NC(=O)c2cc([N+](=O)[O-])cc(I)c2NCC[C@@H](C(N)=O)NC1=O,?,2%,1%,-2%,-7%,-4%,1%,-3%,1%,-6%
CC1CCCCC12NC(=O)N(CC(=O)Nc1ccccc1N1CCOCC1)C2=O (stereo not given),-4%,-1%,-3%,-1%,2%,-1%,-3%,-5%,-4%,25%
O=C(NN=C1CCCC1)c1cc(Cl)cc(Cl)c1O,-6%,-22%,6%,?,0%,0%,14%,-8%,-5%,-25%
CC(C)Cc1nc(SCC(=O)Nc2ccc(S(N)(=O)=O)cc2)n[nH]1,2%,-3%,1%,3%,-2%,-1%[1.84 µM],-1%,4%,-6%,7%
Cc1cc(C)cc(C(=O)NCC(=O)OCC(=O)c2cc(C)n(CC(F)(F)F)c2C)c1,3%,4%,-3%,6%,-4%,-7%,-1%,5%,-2%,25%
O=C(c1cc(Cl)ccc1[N+](=O)[O-])N1CCc2ccccc2C1,?,-10%,2%,1%,-2%,-16%,-3%,-9%,4%,-9%
